p53 PUMA act – mutant p53 pathway reactivation | 1.5% of 28,000 active | activation, % at 9.98 µM | SW480 PUMA-promoter luciferase; in the data active means activation above about 52%
STK33 kin inh – blocks human STK33 kinase activity; ADP-Glo luminescence, MBP substrate; inhibition, % at 12.5 µM; 0.44% of 27,000 active; Q9BYT3; in the data active means inhibition above about 20%
Target sequence (Q9BYT3 whole entry, looked up): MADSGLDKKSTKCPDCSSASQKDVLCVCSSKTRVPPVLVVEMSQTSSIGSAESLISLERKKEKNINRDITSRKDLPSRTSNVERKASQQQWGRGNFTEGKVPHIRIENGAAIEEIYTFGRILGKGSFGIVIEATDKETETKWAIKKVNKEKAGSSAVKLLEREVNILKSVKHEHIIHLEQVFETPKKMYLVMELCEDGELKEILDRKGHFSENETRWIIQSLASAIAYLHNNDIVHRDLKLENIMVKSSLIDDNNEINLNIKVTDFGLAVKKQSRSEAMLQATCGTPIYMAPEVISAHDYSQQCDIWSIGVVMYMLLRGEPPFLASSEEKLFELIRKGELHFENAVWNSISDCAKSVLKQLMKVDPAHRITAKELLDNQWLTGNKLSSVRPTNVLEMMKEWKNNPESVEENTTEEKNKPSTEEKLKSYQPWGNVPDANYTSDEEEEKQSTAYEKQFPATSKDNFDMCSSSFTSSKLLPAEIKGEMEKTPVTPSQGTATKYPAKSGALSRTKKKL
* marks the source's active call; other numbers are inactive results; · = not tested or not shown. An excerpt; the hit share may differ from the screen's.

SMILES	p53 PUMA act	STK33 kin inh
C[C@H]1CN([C@@H](C)CO)C(=O)c2cccc(NC(=O)c3ccc(-c4nccs4)cc3)c2O[C@H]1CN(C)C(=O)NC1CCCCC1	4	·
Cc1ccc([N+](=O)[O-])cc1S(=O)(=O)NCc1cccnc1	-7	3
O=C1c2oc3ccccc3c(=O)c2C(c2ccc([N+](=O)[O-])cc2)N1CCCO (configuration not stated)	11	-1
C/C=C/C(O)C(C)CC(C)C(OC(=O)CCC(=O)O)C(C)/C=C/C=C/C=C(\C)C(=O)O (configuration not stated)	·	-5
CC12CCC3c4ccc(O)cc4CC(CCCCCCCCCS(=O)CCCC(F)(F)C(F)(F)F)C3C1CCC2O (configuration not stated)	-15	·
COc1ccc(NC(=O)Nc2ccc3c(c2)C(=O)N([C@H](C)CO)C[C@H](C)[C@@H](CN(C)C)OCCCC[C@@H](C)O3)cc1	·	-5
CNC[C@H]1Oc2c(NC(=O)Nc3c(C)noc3C)cccc2C(=O)N([C@H](C)CO)C[C@@H]1C	6	·
COc1ccccc1NC(=O)C1=C(C)Nc2nnnn2C1c1ccccc1OC (configuration not stated)	12	-3
C[C@@H]1CN([C@H](C)CO)C(=O)CCCn2nncc2CO[C@H]1CN(C)C(=O)CCC(F)(F)F	·	-3
Cc1noc(C)c1S(=O)(=O)Nc1ccc2c(c1)CC(=O)N([C@@H](C)CO)C[C@@H](C)[C@@H](CN(C)Cc1ccncc1)O2	6	2
COCCOC(=O)N1C(=O)[C@@]2(c3cc(C#CCC(C(=O)OC)C(=O)OC)ccc31)[C@H](C(=O)N1CCN(c3ncccn3)CC1)[C@H]1C(=O)O[C@H](c3ccccc3)[C@H](c3ccccc3)N1[C@@H]2c1ccc(O)cc1	·	2
COc1ccc(-n2c(SCC(=O)Nc3ccccc3OC)nc3sc4c(c3c2=O)CCCC4)cc1	-7	6
CC(C)NC(=O)N(C)C[C@H]1Oc2ccc(NC(=O)NC3CCCCC3)cc2C(=O)N([C@@H](C)CO)C[C@H]1C	·	-2
O=C(OCc1cccc(O)c1O[C@@H]1O[C@H](CO)[C@@H](O)[C@H](O)[C@H]1O)C1(O)C(=O)C2C3C4C5C(C(=O)C(O)(C(=O)OCc6cccc(O)c6O[C@@H]6O[C@H](CO)[C@@H](O)[C@H](O)[C@H]6O)C2C53)C41 (some centres not stated)	33	12
O=C(NCCN1CCOCC1)c1cccc(S(=O)(=O)N2CCCCCC2)c1	2	-2
Cc1noc(C)c1NC(=O)Nc1ccc2c(c1)C(=O)N([C@@H](C)CO)C[C@@H](C)[C@H](CN(C)C(=O)Nc1ccc(F)cc1)O2	·	0
COc1ccc(NC(=O)Nc2ccc3c(c2)C(=O)N([C@H](C)CO)C[C@@H](C)[C@H](CN(C)C(=O)C2CCCCC2)OCCCC[C@@H](C)O3)cc1	-44	·
Cc1ccc(OCCCn2c(CO)nc3ccccc32)cc1	63*	-1
Cc1ccc(S(=O)(=O)N(C)C[C@H]2Oc3ccc(NC(=O)Nc4ccccc4)cc3C(=O)N([C@H](C)CO)C[C@H]2C)cc1	-11	·
CC(C)Cc1nc(SCC(=O)Nc2ccc3ccccc3c2)n[nH]1	9	-2
CC(C(=O)Nc1cc(C(F)(F)F)ccc1Cl)n1cc([N+](=O)[O-])cn1 (configuration not stated)	4	-5
C[C@@H]1CN([C@H](C)CO)C(=O)Cc2cc(NC(=O)Cc3cn(C)c4ccccc34)ccc2O[C@@H]1CN(C)Cc1ccncc1	-1	-4
CNC[C@@H]1Oc2c(NC(=O)C3CCOCC3)cccc2C(=O)N([C@H](C)CO)C[C@H]1C	-1	·
Cc1ccc(N2C(=O)C3C4C=CC(CNC(=S)Nc5ccc(Br)cc5)(O4)C3C2=O)cc1 (configuration not stated)	6	·

Reformatted with values under each structure: entries from further up
Second line of a record: p53 PUMA act, STK33 kin inh
O=C(OCc1cccc(O)c1O[C@@H]1O[C@H](CO)[C@@H](O)[C@H](O)[C@H]1O)C1(O)C(=O)C2C3C4C5C(C(=O)C(O)(C(=O)OCc6cccc(O)c6O[C@@H]6O[C@H](CO)[C@@H](O)[C@H](O)[C@H]6O)C2C53)C41 (some centres not stated)
  33, 12
O=C(NCCN1CCOCC1)c1cccc(S(=O)(=O)N2CCCCCC2)c1
  2, -2
Cc1noc(C)c1NC(=O)Nc1ccc2c(c1)C(=O)N([C@@H](C)CO)C[C@@H](C)[C@H](CN(C)C(=O)Nc1ccc(F)cc1)O2
  ·, 0
COc1ccc(NC(=O)Nc2ccc3c(c2)C(=O)N([C@H](C)CO)C[C@@H](C)[C@H](CN(C)C(=O)C2CCCCC2)OCCCC[C@@H](C)O3)cc1
  -44, ·
Cc1ccc(OCCCn2c(CO)nc3ccccc32)cc1
  63*, -1
Cc1ccc(S(=O)(=O)N(C)C[C@H]2Oc3ccc(NC(=O)Nc4ccccc4)cc3C(=O)N([C@H](C)CO)C[C@H]2C)cc1
  -11, ·
CC(C)Cc1nc(SCC(=O)Nc2ccc3ccccc3c2)n[nH]1
  9, -2
CC(C(=O)Nc1cc(C(F)(F)F)ccc1Cl)n1cc([N+](=O)[O-])cn1 (configuration not stated)
  4, -5
C[C@@H]1CN([C@H](C)CO)C(=O)Cc2cc(NC(=O)Cc3cn(C)c4ccccc34)ccc2O[C@@H]1CN(C)Cc1ccncc1
  -1, -4
CNC[C@@H]1Oc2c(NC(=O)C3CCOCC3)cccc2C(=O)N([C@H](C)CO)C[C@H]1C
  -1, ·

Continuation.
SMILES	p53 PUMA act	STK33 kin inh
C[C@H]1CN([C@@H](C)CO)S(=O)(=O)c2ccc(C3=CCCC3)cc2O[C@@H]1CN(C)C(=O)CN(C)C	-8	·
CC1CCc2c(sc(NC(=O)COc3cccc4ccccc34)c2C#N)C1 (configuration not stated)	-1	2
CC(=O)N/C(=N/c1nc(C)cc(C)n1)Nc1cc(C)cc(C)c1	-20	·
C[C@@H]1CCCCO[C@H](CN(C)S(C)(=O)=O)[C@@H](C)CN([C@H](C)CO)C(=O)c2cc(NC(=O)C3CCCCC3)ccc2O1	·	2
Cc1ccc(N2CC(C(=O)Nc3ccc(S(=O)(=O)NCC4CCCO4)cc3)CC2=O)cc1 (configuration not stated)	1	0
CNC[C@H]1Oc2ccc(N(C)C)cc2CC(=O)N([C@H](C)CO)C[C@@H]1C	14	·
C[C@@H]1CN([C@H](C)CO)C(=O)Cc2cc(NC(=O)CCC(F)(F)F)ccc2O[C@H]1CN(C)S(=O)(=O)c1cccs1	·	1
C[C@H]1CN([C@@H](C)CO)C(=O)Cc2cc(NS(=O)(=O)c3ccc(F)cc3)ccc2O[C@@H]1CN(C)Cc1ccccc1	·	-4
CC(C)(C)C(=O)OCOC(=O)[C@@H]1N2C(=O)[C@@H](N=CN3CCCCCC3)[C@H]2SC1(C)C	0	0
CC(C)C#Cc1cnc2c(c1)C(=O)N([C@H](C)CO)C[C@H](C)[C@@H](CN(C)Cc1cncnc1)O2	-1	·
Cc1noc(C)c1NC(=O)Nc1ccc2c(c1)C(=O)N([C@H](C)CO)C[C@@H](C)[C@@H](CN(C)C(=O)NC1CCCCC1)O2	-2	·
CSCC[C@H](NC(=O)[C@H](Cc1ccccc1)NC[C@@H](NC[C@@H](N)CS)C(C)C)C(=O)O	3	-4
CC1=CC=C(C=O)C(C)(C)C1OC(=O)/C=C(\C)CO (configuration not stated)	10	2
C[C@H]1CN([C@@H](C)CO)C(=O)c2cc(C3=CCCC3)cnc2O[C@H]1CN(C)Cc1ccc(F)cc1	12	·
O=C(CSc1nnnn1-c1ccccc1)Nc1ccc(-c2ccc([N+](=O)[O-])cc2)cc1	-2	1
O=C1CCC(O)c2cccc(O)c21 (configuration not stated)	12	-5
C[C@@H]1CN([C@H](C)CO)C(=O)c2cccc(NC(=O)c3nc4ccccc4s3)c2O[C@H]1CN(C)S(=O)(=O)c1cccs1	-8	·
Cc1ccc(S(=O)(=O)Nc2ccc3c(c2)CC(=O)N([C@H](C)CO)C[C@H](C)[C@H](CN(C)C(=O)NC(C)C)O3)cc1	·	-2
COC(=O)c1c(C)cc2c(c(C)c1=O)OC1(C2)C(C)CCC2C(C)(C)OC(=O)C=CC21C (configuration not stated)	·	-1
C[C@@H]1O[C@@H](O[C@@H]2[C@@H](O)[C@H](C)O[C@@H](OC[C@H]3O[C@@H](Oc4c(-c5ccc(O)cc5)oc5cc(O)cc(O)c5c4=O)[C@H](O)[C@@H](O)[C@H]3O)[C@@H]2O)[C@H](O)[C@H](O)[C@H]1O	-1	-1
Cc1cccc(CN(C)C[C@@H]2Oc3ncc(-c4cccc(C(F)(F)F)c4)cc3C(=O)N([C@H](C)CO)C[C@@H]2C)c1	·	-3
CCN(CC)CCc1nc(-c2ccccc2)no1	15	-2
C[C@H]1CN([C@@H](C)CO)C(=O)Cc2cc(NC(=O)CCN3CCOCC3)ccc2O[C@@H]1CN(C)Cc1ccc(Oc2ccccc2)cc1	·	4
COc1cc(OC)c(C2=NOC(C(=O)Nc3c(C)nn(Cc4ccc(F)cc4)c3C)C2)cc1Cl (configuration not stated)	8	0

Shown with values under each structure: 2 of the compounds above
Below each SMILES: p53 PUMA act	STK33 kin inh
Cc1ccc(S(=O)(=O)Nc2ccc3c(c2)CC(=O)N([C@H](C)CO)C[C@H](C)[C@H](CN(C)C(=O)NC(C)C)O3)cc1
→ ·	-2
COC(=O)c1c(C)cc2c(c(C)c1=O)OC1(C2)C(C)CCC2C(C)(C)OC(=O)C=CC21C (configuration not stated)
→ ·	-1

Additional entries follow:
SMILES	p53 PUMA act	STK33 kin inh
COc1ccc(CN(C)C[C@@H]2OCCCC[C@@H](C)Oc3ccc(NC(=O)Nc4ccc(F)cc4)cc3C(=O)N([C@H](C)CO)C[C@@H]2C)cc1	·	-1
C[C@@H]1CN([C@H](C)CO)S(=O)(=O)c2ccc(C#CC3CC3)cc2O[C@H]1CN(C)C(=O)c1ccccn1	-2	·
C[C@H](CO)N1C[C@H](C)[C@H](CN(C)C(=O)Nc2ccc3c(c2)OCCO3)OCc2cn(nn2)CCCC1=O	·	-4
C[C@@H]1CCCCO[C@H](CN(C)C(=O)CCC(F)(F)F)[C@H](C)CN([C@H](C)CO)C(=O)c2cc(NC(=O)CCC(F)(F)F)ccc2O1	-5	·
COc1ccc(S(=O)(=O)Nc2ccc3c(c2)C(=O)N([C@@H](C)CO)C[C@H](C)[C@H](CN(C)Cc2ccc(C(=O)O)cc2)O3)cc1	·	0
C[C@@H]1CN([C@@H](C)CO)C(=O)Cc2cc(NC(=O)c3ccncc3)ccc2O[C@@H]1CN(C)C	·	0
COC(=O)c1c(NC(=O)COc2ccc(Cl)c(C)c2)sc2c1CCC2	10	0
C[C@@H]1CN([C@H](C)CO)C(=O)CCCn2cc(nn2)CO[C@H]1CN(C)Cc1ccc(Cl)c(Cl)c1	3	4
C[C@@H]1CN([C@@H](C)CO)C(=O)c2cc(NC(=O)CCC(F)(F)F)ccc2O[C@H]1CN(C)Cc1ccc2c(c1)OCO2	·	-4
COC(=O)c1ccc(Cl)c(NC(=O)CSc2nnc(-c3ccc(Cl)cc3)o2)c1	7	2
Cc1nnc(SCC(=O)Nc2ccc(C)c([N+](=O)[O-])c2)s1	6	-2
C[C@@H]1CCCCO[C@@H](CN(C)S(=O)(=O)c2ccccc2)[C@@H](C)CN([C@H](C)CO)C(=O)c2cc(NC(=O)CCC(F)(F)F)ccc2O1	6	2
COc1ccc(S(=O)(=O)Nc2ccc3c(c2)C(=O)N([C@@H](C)CO)C[C@@H](C)[C@H](CN(C)S(=O)(=O)c2ccc(F)cc2)O3)cc1	21	·
C[C@H]1CN([C@@H](C)CO)C(=O)Cc2cc(NS(=O)(=O)c3ccc(F)cc3)ccc2O[C@H]1CN(C)C(=O)Nc1cccc2ccccc12	·	-2
CC(=O)O[C@@H]1c2c(ccc3ccc(=O)oc23)OC(C)(C)[C@@H]1OC(=O)CC(C)C	·	3
C[C@@H]1CN([C@@H](C)CO)C(=O)CCCn2cc(nn2)CO[C@@H]1CN(C)C(=O)Nc1ccc(C(C)(C)C)cc1	10	-4
C[C@@H]1CN([C@@H](C)CO)C(=O)Cc2cc(NC(=O)Nc3ccccc3)ccc2O[C@@H]1CN(C)S(=O)(=O)c1ccc(Cl)cc1	·	-2
NC(CSC(c1ccccc1)(c1ccccc1)c1ccccc1)C(=O)O (configuration not stated)	-18	·
O=C(C[C@@H]1C[C@H]2c3cc(NC(=O)CC4CC4)ccc3O[C@H]2[C@H](CO)O1)NCc1ccncc1	18	·
O=C(CCCN1C(=O)c2ccccc2C1=O)Nc1cc(Cl)cc(Cl)c1	5	-2
C/C=C/c1cnc2c(c1)C(=O)N([C@H](C)CO)C[C@H](C)[C@H](CN(C)C(=O)NCCC)O2	15	·
O=C(CC1(O)C(=O)N(Cc2ccc(Cl)cc2)c2ccc(Cl)cc21)c1ccccn1 (configuration not stated)	0	16
CCCN(C)C[C@H]1Oc2cc(C#CC3(O)CCCC3)ccc2S(=O)(=O)N([C@@H](C)CO)C[C@H]1C	0	·
C[C@@H]1CN([C@H](C)CO)C(=O)c2cc(NC(=O)Nc3ccc(F)cc3)ccc2O[C@H]1CN(C)C	2	·
C[C@@H]1CN([C@H](C)CO)C(=O)CCCn2nncc2CO[C@H]1CN(C)C(=O)Nc1ccccc1C(F)(F)F	·	-1
C[C@H]1CN([C@@H](C)CO)S(=O)(=O)c2ccc(C#CC3CC3)cc2O[C@@H]1CN(C)Cc1ccccc1F	-59	·
CC(C)(C)C(=O)CSc1ncnc2sc3c(c12)CCCC3	71*	-1
Nc1ccc(S(=O)(=O)Nc2ccc(Cl)nn2)cc1	9	2
C[C@H]1CN([C@@H](C)CO)C(=O)Cc2cc(NS(=O)(=O)c3ccccc3)ccc2O[C@H]1CN(C)C(=O)Nc1ccccc1	4	-1
C[C@@H]1CN([C@@H](C)CO)C(=O)c2cccc(NS(=O)(=O)c3cccs3)c2O[C@H]1CN(C)Cc1ccc(C(=O)O)cc1	10	·
COc1cc([N+](=O)[O-])ccc1NC(=O)CN(C)S(=O)(=O)c1ccc(C)cc1	7	-1
C[C@H]1CCCCO[C@H](CN(C)S(=O)(=O)c2cccs2)[C@@H](C)CN([C@@H](C)CO)C(=O)c2cc(NC(=O)Cc3ccccc3)ccc2O1	-6	·
CCOC(=O)N(C)C[C@@H]1OCc2cnnn2CCCC(=O)N([C@@H](C)CO)C[C@@H]1C	·	-6
N#Cc1c(NC(=O)CSc2nc3c(c(C(F)(F)F)n2)CCCC3)sc2c1CCCC2	11	6

Screening data deposited in PubChem BioAssay by Broad Institute.
